# MITF inh: human MITF inhibition, primary screen; O75030; AlphaScreen MITF homodimerization, bead proximity signal; inhibition, % at 2.6 µM; actives 0.91% (n = 650,000); AID 1259374; in the data active = inhibition above about 50%;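 note: 0% = vehicle wells with protein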
# Target sequence (O75030 whole entry, looked up): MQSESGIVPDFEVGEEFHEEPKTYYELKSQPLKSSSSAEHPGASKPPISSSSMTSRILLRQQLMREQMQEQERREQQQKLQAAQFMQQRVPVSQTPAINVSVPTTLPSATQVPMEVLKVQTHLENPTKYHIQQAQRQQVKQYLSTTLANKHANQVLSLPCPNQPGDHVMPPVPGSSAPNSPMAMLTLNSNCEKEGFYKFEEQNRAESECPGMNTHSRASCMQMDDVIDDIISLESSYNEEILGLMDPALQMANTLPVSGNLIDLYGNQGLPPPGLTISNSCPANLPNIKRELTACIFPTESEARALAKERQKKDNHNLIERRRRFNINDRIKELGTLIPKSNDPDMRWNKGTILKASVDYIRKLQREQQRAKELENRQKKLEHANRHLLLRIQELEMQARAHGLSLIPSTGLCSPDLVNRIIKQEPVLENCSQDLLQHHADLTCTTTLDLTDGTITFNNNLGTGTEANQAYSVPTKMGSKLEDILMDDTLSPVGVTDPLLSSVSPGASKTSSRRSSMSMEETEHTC
# TEAD-YAP block: TEAD-YAP interaction inhibition; HEK-TIYL cells, TEAD-Gal4/YAP UAS-luciferase luminescence; inhibition, % at 9.12 µM; actives 1.4% (n = 640,000); in the data active = inhibition above about 32%;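 note: 0% = median of test compound wells and 100% = reference inhibitor wells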
# GPR151 ag: human GPR151 activation. Q8TDV0. PathHunter beta-arrestin GPR151 cells, luminescence. activation, % at 11.2 µM. actives 1% (n = 650,000). AID 1508602; in the data active = activation above about 4.9%;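 note: 0% = median of compound wells and 100% = cells with positive control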
# Target sequence (Q8TDV0 whole entry, looked up): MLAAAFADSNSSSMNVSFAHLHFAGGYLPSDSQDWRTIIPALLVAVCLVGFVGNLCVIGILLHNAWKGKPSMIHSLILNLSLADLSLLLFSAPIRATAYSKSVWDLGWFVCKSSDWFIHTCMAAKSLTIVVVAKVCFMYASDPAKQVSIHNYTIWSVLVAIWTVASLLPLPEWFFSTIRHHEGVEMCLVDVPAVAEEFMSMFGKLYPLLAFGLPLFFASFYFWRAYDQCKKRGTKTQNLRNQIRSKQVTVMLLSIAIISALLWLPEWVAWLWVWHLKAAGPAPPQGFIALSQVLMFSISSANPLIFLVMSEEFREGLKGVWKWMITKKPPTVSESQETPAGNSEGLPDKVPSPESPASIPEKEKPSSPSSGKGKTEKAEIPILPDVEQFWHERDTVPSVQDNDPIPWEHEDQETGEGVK
# FBW7 activator: activators of human E3 ligase FBW7. Q969H0. AlphaScreen FBW7–phospho-cyclin E peptide binding, activator screen. normalized activity (activation), % at 26.1 µM. actives 0.13% (n = 650,000); in the data active = normalized activity above about 1.9%;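 note: purified mutant Fbw7 with reduced substrate affinity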
# An asterisk follows results filed as active.
# A first look (2 entries):
structure	MITF inh	TEAD-YAP block	GPR151 ag	FBW7 activator
C=C(C)CSc1nnc(C)c(=O)[nH]1	-5	-2	-0.2	0.1
CCC(=O)Nc1ccc(NC(=O)COc2ccc(Cl)c(C)c2)cc1	-25	-10	-0.2	0.0

# The whole of this part, repeating the preview:
structure	MITF inh	TEAD-YAP block	GPR151 ag	FBW7 activator
C=C(C)CSc1nnc(C)c(=O)[nH]1	-5	-2	-0.2	0.1
CCC(=O)Nc1ccc(NC(=O)COc2ccc(Cl)c(C)c2)cc1	-25	-10	-0.2	0.0
CCOC(=O)c1cc(C)sc1NC(=O)/C=C/C(=O)O	-2	26	0.5	0.2
C=CCN1CCN(C(=O)CC(=O)OCC)C(C(=O)N2CCCC2)C1 (centres undefined)	14	5	-1.3	1.0
O=C(CN1C(=O)/C(=C2\SC(=S)NC2=O)c2ccccc21)Nc1ccc(F)cc1	2	3	-1.5	0.7
CC(C)(C)NC(=O)Cn1cnc([N+](=O)[O-])n1	-8	-9	4.2	0.0
COc1ccc(C2C(C(=O)Nc3ccccc3F)=C(C)NC3=C2C(=O)CCC3)c(OC)c1 (centres undefined)	10	-16	2.1	1.1
Cc1cc(C)c(S(=O)(=O)Nc2nnc(C)s2)c(C)c1	-3	1	0.1	-0.1
O=C(Nc1ccc(F)cc1F)C1CCN(c2nnnn2-c2ccccc2)CC1	5	1	0.3	0.0
O=C(NCc1nc2ccccc2[nH]1)c1cccc(Nc2ccc3ncccc3c2)n1	6	-3	3.1	0.0
CSc1ccc(S(=O)(=O)Nc2ccccc2C(=O)NC2CCCCC2)cc1	6	5	1.4	-0.1
Brc1ccc(-c2noc(-c3cccc(Br)c3)n2)cc1	-9	-4	0.6	0.1
CCc1nnc(SCC(=O)Nc2ccc(C(C)=O)cc2)nc1CC	26	-3	-0.5	-0.4
CC1=C(C(=O)OCC2CCCO2)C(c2cccc(C)c2)C2=C(CCCC2=O)N1 (centres undefined)	-1	-1	0.8	0.2
CCN1CCN(C(=O)c2ccc(N3CCC(NCCCOC(C)C)CC3)cc2)CC1	5	-1	-0.7	0.0
Cc1cnc(Nc2nc3ccccc3n2C)nc1NCCc1ccc(O)cc1	5	-1	1.8	-0.1
CCC1C(O)=C(c2ccccn2)C(=N)N1c1ccccc1 (centres undefined)	1	-6	-0.6	0.0
COc1ccc(OC)c(CNC(=O)CSc2cc(=O)n(C)c3ccccc23)c1	7	0	1.8	-0.1
O=C(CCn1cccn1)N1CCCC(c2nc(N3CCOCC3)ncc2-c2ccncc2)C1 (centres undefined)	-16	-9	-0.2	0.1
COc1ccc(Cn2cccc(NC(=O)Nc3ccc(F)cc3F)c2=O)cc1	9	3	-0.5	0.1
CC(=O)OCCCNc1cc(SC(C)C)c2nonc2c1[N+](=O)[O-]	7	-5	-0.2	0.0
COc1ccc(-c2cc3ccccc3n2CC(O)CN2CCCCCC2)cc1 (centres undefined)	3	6	0.0	-0.2
COc1ccc(-n2c(-c3ccc(F)cc3)n[nH]c2=S)cc1	-9	14	-0.5	0.0
CCOc1ccc(CN2CCc3nnc(CCNC(=O)c4ccco4)n3CC2)cc1	0	8	-0.1	-0.1
CC(=O)N(Cc1nnc2c3ccccc3c(C)nn12)c1ccccc1	5	-2	-0.8	0.2
CC(C)N(CCNc1ncnc2c1nc(Nc1ccncn1)n2C(C)C)C(C)C	-22	-15	0.9	-0.2
Cc1c(C(=O)NC2=NCCS2)oc2ccccc12	-25	38*	-6.3	-0.1
COCCNC(=S)N(Cc1cccnc1)Cc1ccc(OC)c(OC)c1	11	10	-0.9	0.0
Cc1cccc(-n2ccnc2SCC(=O)Nc2ccc3c(c2)OCO3)c1C	0	-13	0.8	-0.6
CC(C)n1cnc2c(NC3CC3)nc(-c3ccc(C(=O)N4CCN(C)CC4)cc3)nc21	10	2	-1.7	0.1
COc1ccc(NC(=O)C2CC23CCN(C(=O)C#Cc2ccccc2)CC3)cc1Cl (centres undefined)	8	5	0.3	0.3
N#CC1(C#N)C(c2ccco2)C(C(=O)C2CC2)N2c3ccccc3C=CC21 (centres undefined)	-5	-32	0.6	0.0
CC(=O)c1ccc2c(=O)n3c4ccccc4nc3c3cccc1c23	-3	2	1.7	0.1
COc1ccc2nc(N3CCCC(C(=O)NCCC(C)C)C3)sc2c1 (centres undefined)	-11	-58	2.2	-0.2
N#Cc1cc2cc3ccccc3nc2n2c(=O)c3ccccc3nc12	2	9	2.9	-0.1
Cc1ccc(C(=O)Nc2sc3c(c2C(=O)NCc2ccco2)CCC(C)C3)cc1 (centres undefined)	-18	-11	0.8	0.1
CC(C)c1cccc(OCCCN2CCOCC2)c1	56*	-1	2.7	0.4
COCCCN1C(=O)/C(=C\c2cccc(Cl)c2)C(C(=O)OC)=C1C	11	3	-0.4	-0.2
Cc1[nH]n(-c2ccccc2)c(=O)c1/C=N/Nc1nncc(-c2ccccc2)n1	-22	42*	0.9	-0.1
CN1CCc2c(sc(NC(=O)C3CCCCC3)c2-c2nc3ccccc3s2)C1	-9	-3	-1.6	1.1
COc1cc(OC)nc(CN2CCC(C)CC2)n1	5	-5	0.1	0.1
CC1(C)Cc2nc(-c3ccccc3)cc(-c3ccccc3)c2CO1	3	-7	-0.2	0.1
Cc1ncn(-c2ccc(Nc3ncc4cccc(-c5ccccn5)c4n3)cc2)n1	22	42*	-0.1	-0.2
CCCCOc1ccc2c(=O)c(-c3ccccc3OC)coc2c1	0	-53	0.6	0.0
COc1ccc(CCn2c(=S)[nH]c3cc(C(=O)NCC4CCCO4)ccc3c2=O)cc1OC (centres undefined)	-2	-4	-0.4	0.0
CCC(C)NC(=O)c1c(C)cc(=O)oc1C (centres undefined)	4	9	1.0	0.0
CCOC(=O)C1(Cc2ccccc2C)CCCN(C(=O)Cn2nc(C)nc2C)C1 (centres undefined)	4	-37	-0.6	0.0
O=C(Nc1ccc(N2CCC(NCC3CCOCC3)CC2)cc1)c1ccccc1F	17	-5	0.0	0.3
CCCc1ccc(-c2ccc(F)c(N3C(=O)c4cccc(F)c4C3=O)c2)nc1	0	62*	-7.6	-0.1
N#C/C(=C(/O)CSc1cccc[n+]1[O-])c1nc2ccccc2[nH]1	-4	-6	-0.7	-0.5
CN(C)c1nc2nonc2nc1N(C)CCc1nc2ccc(F)cc2[nH]1	12	6	-1.3	0.1
CCOc1ccc(N(CC(=O)N2CCN(c3ccccc3OC)CC2)S(C)(=O)=O)cc1	8	3	-1.8	0.7
O=C(O)c1ccc(/C=N/c2ncn[nH]2)cc1	-5	5	-0.5	-0.3
Cc1cccc(-n2c(C)cc(/C=N/n3cnnc3)c2C)c1	-6	2	-0.1	0.0
Cc1cc(Cl)ccc1OCC(=O)Nn1c(C)ccc1C	-7	-8	1.7	0.1
Nc1ncc(-c2cccc(C(=O)NCCO)c2)nc1N1CCN(CCO)CC1	6	-2	1.1	-0.1

# Record cards, from the list above. Screens in order: MITF inh	TEAD-YAP block	GPR151 ag	FBW7 activator
# CCCc1ccc(-c2ccc(F)c(N3C(=O)c4cccc(F)c4C3=O)c2)nc1 is entered as 0	62*	-7.6	-0.1
# Cc1cc(Cl)ccc1OCC(=O)Nn1c(C)ccc1C is entered as -7	-8	1.7	0.1
# Nc1ncc(-c2cccc(C(=O)NCCO)c2)nc1N1CCN(CCO)CC1 is entered as 6	-2	1.1	-0.1
# CN(C)c1nc2nonc2nc1N(C)CCc1nc2ccc(F)cc2[nH]1 is entered as 12	6	-1.3	0.1
# O=C(O)c1ccc(/C=N/c2ncn[nH]2)cc1 is entered as -5	5	-0.5	-0.3

# Following part:
structure	MITF inh	TEAD-YAP block	GPR151 ag	FBW7 activator
O=C1CC(Nc2ccc(N3CCOCC3)cc2)C(=O)N1c1cccc([N+](=O)[O-])c1 (centres undefined)	0	-1	-1.1	-0.1
CCOc1ccc(Nc2nc(C)[nH]c2[N+](=O)[O-])cc1	-3	-7	2.2	-0.3
CS(=O)(=O)N1CCN(Cc2ccccc2)CC1C(=O)N1CCOCC1 (centres undefined)	8	4	0.2	0.2
COc1ccc2c(c1)c(CC(=O)Nc1ccccn1)c(C)n2C(=O)c1ccc(Cl)cc1	0	37*	1.9	-0.2
O=C(CSc1n[nH]c(=O)[nH]c1=O)NC1CCCCC1	-5	4	2.6	0.0
O=C(C(=O)N1CCCCC1)c1c[nH]c2ccccc12	3	-6	0.6	0.1
CCOC(=O)c1cc(S(=O)(=O)Nc2ccc(C)c(C)c2)cn1C	12	0	-0.5	-0.1
CC1CCc2nc(NC(=O)c3ccc(Cc4ccccc4)cc3)sc2C1 (centres undefined)	12	-14	-0.1	0.1
CCn1c(CCl)nc2cc(S(=O)(=O)N3CCCCC3)ccc21	5	-2	-0.1	-0.2
Cc1onc(-c2ccccc2)c1CNC(=O)c1cnn(-c2ccccc2)c1C	-11	7	1.8	-0.1
Cc1ccc(NC(=O)CS(=O)(=O)c2c[nH]c3ccccc23)c(C)c1	0	3	3.0	-0.1
COc1ccc(CCNC(=O)N2CC(=O)Nc3ccccc32)cc1	-2	4	-2.8	0.3
CC(=O)c1cccc(-c2cc(C(N)=O)ccn2)c1	-2	-1	3.2	-0.2
CC(Sc1nnc(N)s1)c1ccccc1Cl (centres undefined)	2	7	-0.5	0.0
CCC(Sc1nc2ccccc2c(=O)n1C1CC1)C(=O)NCc1cccnc1 (centres undefined)	-8	-1	0.0	-0.1
C=C(C)COc1ccc(C2C3CN(C)CC=C3C(C#N)=C(N)C2(C#N)C#N)cc1OC (centres undefined)	10	4	0.6	0.1
COc1cc2c(cc1OC)C(COc1ccccc1OC)N(C(=O)c1ccccc1Cl)CC2 (centres undefined)	20	2	0.3	0.0
O=[N+]([O-])c1cc(NS(=O)(=O)Cc2ccccc2)ccc1F	-8	0	-1.2	0.0
Cc1cc(Nc2ccc(N3CCCCC3)cc2)n2nnnc2n1	6	1	1.1	-0.5
COC(=O)C1=C(C)N(c2cc(C)cc(C)c2)C(=O)/C1=C\c1ccc(O)cc1	2	-1	0.1	-0.2
CC(/C=N/O)Cc1ccc2c(c1)OCO2 (centres undefined)	25	3	-1.3	-0.1
COc1ccc(/C(C)=C2\SC(=S)NC2=O)cc1	16	-7	-1.1	0.2
COc1ccc(C2=N/C(=C/c3ccc(N(C)C)cc3)C(=O)O2)cc1Br	5	-3	1.0	0.0
COc1ccc(-c2[nH]nc3c2C(c2ccc(OC(=O)c4ccco4)cc2)C(C#N)=C(N)O3)cc1 (centres undefined)	-15	0	0.1	-0.4
C=CCOCCN(C)C1=NS(=O)(=O)c2cc([N+](=O)[O-])ccc21	-4	0	1.8	-0.1
COc1ccc(C(=O)Nc2ccc(C(C)=O)cc2)c(OC)n1	0	-29	-1.2	-0.1
CCCNc1nc(NCCCN2CCCC2=O)ncc1C	5	-2	-2.1	-0.1
Cc1ccc2c(c1)C1(c3ccccc3)Nc3ccc(C)cc3C1(c1ccccc1)N2 (centres undefined)	-8	5	1.1	0.0
NNC(=O)c1c(O)c2cccc3c2n(c1=O)CCC3	12	-10	0.7	0.3
C/C(=N/Nc1ccc(C(=O)O)cc1)c1ccc(O)c(O)c1O	25	22	0.9	0.1
O=C(OCC(=O)N1CCOCC1)c1ccc(F)cc1Cl	5	8	-1.4	0.6
CCC(=O)Oc1ccc(C(=O)Nc2cc(C(=O)O)cc(C(=O)O)c2)cc1	0	1	-0.7	0.0
Cc1ccccc1OCC(=O)NCCc1nc2ccccc2[nH]1	-7	2	1.1	-0.1
COc1cc(CNc2ccc3ncc(-c4cccc(N)c4)n3n2)cc(OC)c1OC	-7	-17	1.2	-0.1
COc1cccc(N(CC(=O)NCCC(C)C)C(=O)CCC(=O)Nc2nccs2)c1	-7	-5	0.2	-0.1
COc1ccc(N2C(=S)N=C(Nc3ccccc3)C23CCCCC3)cc1	-2	-9	-0.4	-0.1
CC(O)(c1ccc(F)cc1)C(c1ccccc1)N1CCOCC1 (centres undefined)	-8	9	1.7	0.7
COc1cc2nc(-c3ccc(C(=O)N4CCN(C)CC4)cc3)nc(Nc3ccc(N4CCOCC4)cc3)c2cc1OC	8	-6	0.2	-0.2
Cn1c(=O)c2c(nc(N3CCN(c4ccc([N+](=O)[O-])cc4)CC3)n2CC(=O)c2ccccc2)n(C)c1=O	-10	-4	2.3	-0.2
Cc1ccc(-n2nc(C(=O)NCCN3CCOCC3)c3c4ccccc4n(C)c3c2=O)cc1	-4	-8	-0.6	0.2
CCc1nnc(SCC(=O)N(c2ccccc2)C(C)C)n1N	2	7	-0.5	-0.2
Cc1cc(=O)[nH]c(SCC(=O)c2ccc(Br)cc2)c1C#N	-3	-13	-0.6	-0.2
COc1ccc(OCCSCc2nnc(NC(=O)Nc3ccc(C)cc3)s2)cc1	4	-4	3.3	-0.3
CCOc1ccc(Oc2nc(Nc3ccc(C)cc3)nc(N(C)C)n2)nn1	-6	-7	-2.5	-0.2
Cc1nc(N2CCCCC2C)c2c(C)c(C(=O)NC(C)C)sc2n1 (centres undefined)	2	-1	0.6	-0.1
N/C(Cc1ccc(Cl)cc1)=N\OC(=O)COc1ccccc1Cl	0	3	-1.4	1.0
CN(C)c1nc2nonc2nc1N1CCCCC1c1nccs1 (centres undefined)	1	-3	-1.1	-0.1

# Screening data from PubChem.
